NOD2 inhibition = NOD2 signaling inhibitors, cell-based, luminescence, uHTS, HEK293 (AID 1566); HEK293 NOD2/NF-kB luciferase reporter, luminescence; higher % means a stronger effect; inhibition, % at 4 µM; hits with a dose series show EC50 in µM; hit rate 0.63% among 290,000; in the data active = inhibition above about 50%; note: many of its hits are not listed in these tables
Dynein transport = inhibitors of GR-EGFP nuclear translocation, primary screen, dynein cargo transport inhibitor project, imaging, high-content, 3617.4 mouse cells. test concentration mostly 20 µM; stimulated with dexamethasone, 1 µM; hits give low values. z-score, hits read low. hit rate 0.47% among 220,000;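 active = plate z-score of nuclear minus cytoplasmic receptor signal below a set negative limit, without overly bright fluorescence or cell loss, cut at about -3.5 in these data, passing the limit was not always enough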;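 note: z-score of nuclear minus cytoplasmic ring GR-EGFP intensity difference per well; some compounds called inactive have numbers as strong as hits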
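medium = tetracycline-free induction medium containing charcoal-stripped FBS | also added = 1.0 µM final dexamethasone stimulus | schedule = 48 h induction, 1 h compound, 30 min dex at 37 °C | technique = fixed, Hoechst-stained cells imaged at 10x for EGFP | measure = GR-EGFP nuclear translocation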
Autophagy HCS = autophagy modulators in MEF cells, primary screen, imaging, high-content, MEF GFP-LC3; calls only at 10 µM (by protocol); hit rate 0.98% among 190,000; MEF GFP-LC3 puncta imaging; test concentration mostly 10 µM;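 active = percentage of spot-positive cells more than 3 SD above its plate mean, without a fluorescence outlier flag or 80% toxicity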;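 note: spot-positive cell cutoff set from DMSO-treated cells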
WT yeast gro inh = growth inhibition of WT strain, primary screen, mitochondrial fusion inhibitor project, WT and mutant strains, chemical genetic | mitochondrial fusion phenotypic screen | inhibition, % at 10 µM | hit rate 2.1% among 190,000 | AID 1362, 2008; in the data active = inhibition above about 58%; tested in S. cerevisiae
Yfh1-off respiration = enhancers of respiration in Yfh1-depleted yeast, dose response, Friedreich's ataxia, plus single-dose screen (AID 1465); S. cerevisiae Yfh1-off respiration, WST-1 reduction, 72 h; higher fold induction means a stronger effect; fold induction at 50 µM, or EC50 in µM where a hit was titrated; hit rate 0.074% among 220,000;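 active = fold induction of absorbance versus untreated yeast above a set limit, then at least 30% activation at any dose in follow-up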;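 note: activators that raise dye reduction in frataxin-depleted yeast; strong numbers were not always called active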
bCat nuc transl = modulators of beta-catenin nuclear translocation, primary screen, imaging, HeLa cells, immunofluorescence, high-content. nuclear translocation activity, % at 5 µM. hit rate 0.3% among 190,000;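 active = nuclear translocation activity above 50% at 5 µM, with a well cell count of 50 or more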;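 note: per-cell ratio of nuclear to cytoplasmic median beta-catenin stain intensity; plate controls were DMSO negative control for no effect and GSK-3 inhibitor IX positive control for full effect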
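Signal – beta-catenin immunofluorescence imaging with DAPI · Test system – human HeLa cell line · Dosing – 5 µM primary single dose, 0.1% DMSO, 0.02–20 µM confirmation series · Measure – % activation, nuclear-to-cytoplasmic median beta-catenin signal ratio per cell · Incubation – 24 h compound exposure at 37°C, 5% CO2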
Ins promoter up = insulin promoter activators in MIN6 cells, imaging, high-content screening, mouse beta cells | AID 1625, 2009 | hit rate 0.3% among 190,000 | z-score at 5 µM | MIN6 insulin promoter-GFP reporter; hits give high values;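 active = z-score above 3 at 5 µM with at least 500 cells counted in the well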
Lipid droplet = inhibitors of hepatocyte lipid droplet formation, primary screen, imaging, high-throughput imaging, BODIPY stain. AML12 mouse hepatocytes, oleate lipid droplets. inhibition, % at 6.5 µM. hit rate 0.4% among 240,000. AID 1656, 2009;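 active = lipid droplet intensity inhibited by at least 50%, with more than 500 cells counted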
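Assay system: AML12 hepatocytes (mouse); Probe or stimulus: oleic acid at 100 µM to induce lipid droplet formation; Dosing: compound at 6.5 µM only; Schedule: compound with oleate, overnight; Detection: fluorescence imaging, 20x objective, two fields per well; Measure: % inhibition of lipid droplet signal.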
MT stabilize HCS = microtubule stabilizers in HeLa cells, primary screen, imaging, high-content imaging; % tubulin-high responders, % at 10 µM; HeLa tubulin immunostaining HCS, 24 h; share of cells brighter than vehicle mean+2SD; hit rate 0.83% among 200,000; AID 2205, 2009;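 active = plate Z-score above 3 for both tubulin-high and condensed-nucleus cell shares, with cell loss under 80%, at 10 µM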;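 note: anti alpha tubulin signal scored within the nucleus-defined area of each cell; some results filed as inactive read as strong as hits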
WT yeast gro inh mutant strain = second read-out of WT yeast gro inh, no call of its own (marks repeat the call); inhibition, %; mitochondrial fusion phenotypic screen, mutant strain inhibition
Dynein transport cytoplasmic EGFP = recorded beside Dynein transport, whose call it bears; z-score; measured here: cytoplasmic GR-EGFP intensity; hits give high values
Dynein transport nuclear GR-EGFP = recorded beside Dynein transport, whose call it bears; z-score; measured here: nuclear GR-EGFP intensity;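 lower value marks the stronger effect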
Dynein transport cell count = further read-out of Dynein transport, marked with its call; z-score; measured here: cell count per field
Ins promoter up cell count = further read-out of Ins promoter up, marked with its call; cell count; measured here: cytotoxicity, nuclei count;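 total cells summed across four imaged fields per well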
Lipid droplet cells 6.5 µM = second read-out of Lipid droplet, no call of its own (marks repeat the call); cell count; measured here: cell count, cytotoxicity flag;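 cells counted across two imaged fields per well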
bCat nuc transl cell count 5 µM = second read-out of bCat nuc transl, no call of its own (marks repeat the call); cell count; measured here: cell count, cytotoxicity flag
MT stabilize HCS Hoechst-high % = further read-out of MT stabilize HCS, marked with its call; % Hoechst-high responders; measured here: nuclear condensation Hoechst responders;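 share of cells brighter than vehicle mean plus two SD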
MT stabilize HCS cytotoxicity % = second read-out of MT stabilize HCS, no call of its own (marks repeat the call); toxicity, %; measured here: cytotoxicity by cell density;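 0% = mean cell density of plate MIN control wells and 100% = no cells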
Autophagy HCS cell loss 18 h = also measured in Autophagy HCS; calls as there; toxicity, %; measured here: cell loss, nuclei count;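 cell loss after 18 h compound exposure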
The depositor's hits bear a star; i = inactive; / = no result given.

SMILES | NOD2 inhibition | Dynein transport | Dynein transport cytoplasmic EGFP | Dynein transport nuclear GR-EGFP | Dynein transport cell count | Autophagy HCS | Autophagy HCS cell loss 18 h | WT yeast gro inh | WT yeast gro inh mutant strain | Yfh1-off respiration | bCat nuc transl | bCat nuc transl cell count 5 µM | Ins promoter up | Ins promoter up cell count | Lipid droplet | Lipid droplet cells 6.5 µM | MT stabilize HCS | MT stabilize HCS Hoechst-high % | MT stabilize HCS cytotoxicity %
CCn1cc(C(=O)N[C@H](C)c2ccccc2)c(=O)c2cc(F)c(N3CCN(C)CC3)cc21 | 7% | 3.1 | -0.16 | 1.7 | -0.62 | i | 3 | 7 | 14 | i | -14 | 1270 | / | / | 9 | 786 | 1.9 | 1.8 | 7.5
Cc1ccc2nc(Nc3nc(C)cc(-c4ccccc4)n3)[nH]c(=O)c2c1 | 26% | 1.9 | -0.056 | 1.1 | -1.9 | / | / | / | / | i | -4.4 | 1185 | -0.53 | 1258 | 1 | 739 | / | / | /
COC(=O)c1sc(S(=O)(=O)NCc2ccccc2)c(C(=O)OC)c1C | -1% | 1 | -0.24 | 0.91 | -0.5 | i | 30 | 12 | 0 | i | -3.7 | 1213 | 0.28 | 1311 | -4 | 761 | 2.0 | 0.9 | 4.5
O=C1OC(/C(=C\Nc2ccc(F)cc2F)[N+](=O)[O-])c2ccccc21 (stereo not drawn) | 10% | 0.036 | -0.32 | 0.33 | -0.049 | i | -10 | -20 | -5 | i | -0.5 | 1022 | -0.37 | 1071 | 6 | 690 | 5.5 | 3.2 | 8.3
O=C(COc1ccccc1)NCC(=O)N/N=C/c1ccccc1 | 2% | 1.4 | -0.13 | 1.5 | -3 | i | 24 | 5 | 10 | i | 0.3 | 965 | -0.03 | 1216 | 11 | 643 | 1.9 | 1.4 | 3.8
CC(C)OC(=O)CSc1nnc(CNc2cccc(Cl)c2)n1C | 1% | -0.3 | -0.29 | -0.34 | 1 | i | -2 | -7 | 1 | i | -3.0 | 1238 | 0.71 | 1178 | -2 | 742 | 3.4 | 2.5 | 7.1
COc1ccc(C(=O)N2CCCc3ccccc32)cc1 | 1% | -0.67 | -0.19 | -0.065 | -0.14 | i | 0 | -13 | -12 | i | -0.4 | 1159 | -0.06 | 1149 | -2 | 659 | 4.0 | 1.3 | 2.0
CCC(C)(C)NC(=O)C(c1ccncc1)N(C(=O)c1sc(C)nc1C)c1ccc(F)cc1 (stereo not drawn) | 9% | -1.2 | 0.26 | -0.49 | 0.27 | i | -9 | 3 | -2 | i | 0.4 | 1560 | 0.13 | 1493 | -8 | 631 | 1.1 | 1.3 | 8.6
CCc1nnc(NC(=O)[C@@H](NC(=O)c2cccc(C)c2)C(C)C)s1 | 1% | -0.57 | -0.24 | -0.43 | 0.25 | i | 0 | -8 | -2 | i | 0.3 | 1033 | -0.2 | 1655 | 15 | 577 | 5.2 | 2.5 | 5.0
CC(Oc1ccc(F)cc1)C(=O)Nc1sc2c(c1C(=O)NCc1cccnc1)CCCC2 (stereo not drawn) | 26% | -0.41 | -0.21 | 0.4 | 0.43 | i | -21 | 15 | -16 | i | 1.5 | 1410 | -1.9 | 1018 | / | / | 1.7 | 1.6 | 15
C[n+]1ccc(C(=O)NCCC[N+](C)(C)C)cc1/C=N/O | 11% | 0.63 | -0.18 | 0.52 | -1.2 | i | -5 | -13 | -14 | i | 0.0 | 1537 | -0.57 | 914 | 4 | 688 | 1.3 | 1.7 | 4.0
Cc1cccc([N+](=O)[O-])c1NC(=O)CN(Cc1ccccc1)Cc1ccccc1 | 8% | 2.5 | -0.11 | 1.1 | -1.7 | i | -16 | 29 | 8 | i | -0.1 | 942 | 0.35 | 1444 | -9 | 634 | 2.8 | 3.5 | 15
Cc1cc(C)nc(SCCn2c(N3CCCCC3)nc3c2c(=O)n(C)c(=O)n3C)n1 | 14% | 0.39 | 0.081 | 0.49 | 0.1 | i | 0 | -20 | -13 | i | -1.1 | 1059 | -0.07 | 1336 | -6 | 720 | 1.8 | 1.5 | 11
COc1ccc2[nH]c(C)c(C(=O)CN3CCN(C(=O)c4ccco4)CC3)c2c1 | 10% | -0.22 | -0.22 | 0.26 | 0.093 | i | -2 | -8 | -11 | i | 0.7 | 1404 | -0.28 | 1339 | / | / | 1.9 | 1.7 | 8.8
CC(C)N(Cc1nc(-c2ccc(Cl)cc2)no1)C(=O)C12CC3CC(CC(C3)C1)C2 | 5% | -2 | -0.22 | -0.83 | 0.81 | i | -3 | 10 | 18 | i | -0.8 | 1084 | -0.82 | 1066 | 27 | 714 | 2.5 | 2.9 | 20
Oc1[nH]c2ccc(Br)cc2c1N=NC(=S)Nc1ccc(F)cc1 | 21% | 0.29 | -0.25 | 0.23 | -0.23 | / | / | / | / | i | -0.5 | 1280 | / | / | -8 | 704 | / | / | /
Cc1ccc(C(C(=O)NC2CCCC2)N(C(=O)CCC(=O)Nc2cc(C)on2)c2ccccc2)cc1 (stereo not drawn) | -2% | -1.4 | -0.2 | -0.7 | 0.035 | i | -2 | -17 | 10 | i | 0.0 | 1093 | / | / | -3 | 731 | 3.7 | 2.0 | 0.6
O=C(CSc1n[nH]c(=O)[nH]c1=O)c1ccc([N+](=O)[O-])cc1 | -2% | -0.33 | -0.27 | 0.7 | 0.24 | / | / | / | / | i | -1.0 | 1363 | 1.1 | 1009 | -14 | 775 | / | / | /
Cc1ccc(Cn2c(SCCN3CCCCC3)nc3c2c(=O)n(C)c(=O)n3C)cc1 | 2% | 2.5 | 0.092 | 1.8 | -2.1 | i | 65 | -17 | -4 | i | -4.3 | 694 | 0.5 | 1156 | / | / | 3.4 | 1.8 | 15
Cc1nc(N[C@@H](Cc2c[nH]c3ccccc23)C(=O)O)c2oc3ccccc3c2n1 | 8% | 2.1 | -0.27 | 0.75 | -1 | i | 26 | 6 | 18 | / | -1.6 | 1170 | / | / | -3 | 704 | 6.0 | 2.3 | 24
Cc1ccccc1-c1nnc(SCCOc2ccc3c(C)cc(=O)oc3c2)o1 | 8% | 0.4 | -0.26 | 0.44 | 0.84 | i | 29 | 30 | 29 | i | 1.1 | 1096 | -0.41 | 933 | -2 | 796 | 2.8 | 1.5 | 3.4
CC(Sc1n[nH]c(N)n1)C(=O)Nc1ccccc1-c1ccccc1 (stereo not drawn) | 16% | -1 | -0.2 | 0.18 | 0.91 | i | 3 | 8 | 11 | i | -0.9 | 1047 | 0.34 | 1099 | 2 | 765 | 1.6 | 2.4 | 14
COc1ccc2[nH]c(C(=O)O)c(NS(=O)(=O)c3ccc(OC)c(OC)c3)c2c1 | 15% | -0.95 | -0.27 | -0.17 | 0.63 | i | -11 | 4 | -5 | i | -3.1 | 1260 | -0.21 | 1364 | 3 | 812 | 10 | 2.0 | 6.9
Cc1cc(C)c2cc(C#N)c(N3CCCN(S(=O)(=O)c4ccccc4)CC3)nc2c1 | / | -0.79 | -0.2 | -0.41 | -0.19 | i | 5 | / | / | i | / | / | / | / | / | / | 2.9 | 3.2 | 2.2
O=c1nc(NCc2ccco2)sc2ncccc12 | 0% | 0.56 | -0.23 | 0.34 | 0.5 | i | -3 | -12 | -4 | i | -1.1 | 1112 | -0.42 | 1252 | 6 | 813 | 4.0 | 1.6 | 1.0
O=C(NCCCCNC(=O)c1ccco1)c1ccco1 | -3% | -0.4 | -0.18 | -0.073 | 0.4 | i | 57 | 9 | 12 | i | -7.4 | 917 | 0.99 | 1347 | / | / | 1.6 | 1.6 | 8.6
FC(F)(F)Oc1ccccc1-c1nnc(-c2cccc(C(F)(F)F)c2)o1 | 18% | 0.28 | -0.24 | 0.12 | -0.67 | / | / | / | / | i | -1.6 | 1225 | -0.19 | 1390 | 12 | 722 | / | / | /
CCOc1ccc(N2CC(C(=O)Nc3cc(C)on3)CC2=O)cc1 (stereo not drawn) | 14% | 0.39 | -0.25 | 0.081 | -0.08 | i | 35 | -11 | 16 | i | -0.7 | 1126 | 0.16 | 1431 | 9 | 610 | 2.4 | 3.5 | 8.1

Exported with values under each structure: 3 of the compounds above.
Order of results – NOD2 inhibition | Dynein transport | Dynein transport cytoplasmic EGFP | Dynein transport nuclear GR-EGFP | Dynein transport cell count | Autophagy HCS | Autophagy HCS cell loss 18 h | WT yeast gro inh | WT yeast gro inh mutant strain | Yfh1-off respiration | bCat nuc transl | bCat nuc transl cell count 5 µM | Ins promoter up | Ins promoter up cell count | Lipid droplet | Lipid droplet cells 6.5 µM | MT stabilize HCS | MT stabilize HCS Hoechst-high % | MT stabilize HCS cytotoxicity %
O=C(COc1ccccc1)NCC(=O)N/N=C/c1ccccc1
→ 2% | 1.4 | -0.13 | 1.5 | -3 | i | 24 | 5 | 10 | i | 0.3 | 965 | -0.03 | 1216 | 11 | 643 | 1.9 | 1.4 | 3.8
Cc1ccccc1-c1nnc(SCCOc2ccc3c(C)cc(=O)oc3c2)o1
→ 8% | 0.4 | -0.26 | 0.44 | 0.84 | i | 29 | 30 | 29 | i | 1.1 | 1096 | -0.41 | 933 | -2 | 796 | 2.8 | 1.5 | 3.4
COc1ccc2[nH]c(C(=O)O)c(NS(=O)(=O)c3ccc(OC)c(OC)c3)c2c1
→ 15% | -0.95 | -0.27 | -0.17 | 0.63 | i | -11 | 4 | -5 | i | -3.1 | 1260 | -0.21 | 1364 | 3 | 812 | 10 | 2.0 | 6.9

Screens deposited in PubChem by several laboratories.

The list is partial; count on the stated rates, not on these rows.
